Assay outcomes as filed in PubChem.
Pf growth 96h: Primary qHTS for delayed death inhibitors of the malarial parasite plastid, 96 hour incubation | P. falciparum luciferase reporter growth, 96 h | Potency, µM (doses to about 28.7 µM), without a hit: top-dose activity change, negative = inhibition, hits mostly inhibitors | 320,000 compounds, 6.9% hits
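Luminescence readout: decreased luciferase signal marks inhibited growth of reporter-expressing P. falciparum in infected red cells (2% hematocrit, 0.05% parasitemia final), exposed to compound two generations (96 h, 37 C, 5% CO2).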
Sm TGR inh: qHTS Assay for the Inhibitors of Schistosoma Mansoni Peroxiredoxins | Schistosoma mansoni thioredoxin glutathione reductase (TGR), Q962Y6 | AID 485364, 2010 | purified TGR, DTNB reduction, TNB absorbance 405 nm | 360,000 compounds, 3% hits | Potency, µM (doses to about 114 µM), for the others: top-dose activity change, negative = inhibition, most hits filed as inhibitors; also: nearly all actives have a fitted effect of over 60% in size
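First, TGR (20 nM dispensed) and NADPH were mixed with compound. Second, a 15 min room-temperature incubation followed. Third, further NADPH and then DTNB were added to start the reaction. Finally, TNB absorbance was monitored kinetically.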
HCV inhibitor: qHTS Assay for Inhibitors of Hepatitis C Virus (HCV); Huh7.5.1 HCVcc-Cre infection, luciferase reporter, 44 h; Potency, µM (series often up to 41.8 µM), for the others: top-dose activity change, negative = inhibition, actives largely listed as inhibitors; 340,000 compounds, 3.4% hits; AID 651820, 2012
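A cell-based infection assay in which seeded cells (1,000 per well) receive test compound after 4 h, are inoculated with HCVcc-Cre at approximately 0.5 moi, and are incubated 44 h before luminescence detection.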
Tb PYK inh: qHTS of Trypanosoma Brucei Inhibitors. TbPYK enzyme, Kinase-Glo Plus ATP luminescence, 45 min. Potency, µM (titrated, usually from 76.8 µM), without a hit: at the highest dose activity, negative = inhibition, hits mostly inhibitors. 410,000 compounds, 0.12% hits. AID 624173, 2012; also: nearly all actives have a fitted effect of over 50% in size
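T. brucei PYK with substrate was exposed to pin-transferred compounds across a concentration series, then started with 130 uM ADP (final). After 45 min at room temperature, Kinase-Glo Plus luminescence was read, normalized and curve-fitted.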
Pf growth 48h: Primary qHTS for delayed death inhibitors of the malarial parasite plastid, 48 hour incubation. P. falciparum luciferase growth in erythrocytes, 48 h. Potency, µM (titrated, usually from 28.7 µM), without a hit: at the highest dose activity change, negative = inhibition, usual class: inhibitors. 310,000 compounds, 5.9% hits. AID 504832, 2011
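Compounds are pin-transferred into medium, infected erythrocytes (2% hematocrit, 0.1% parasitemia final) are added, and plates sit one parasite generation at 37 C in 5% CO2. Detection reagent is then added and luminescence measured.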
LmPK inhibitor: qHTS Assay for Inhibitors of Leishmania Mexicana Pyruvate Kinase (LmPK) | Q27686 | purified LmPK, Kinase-Glo ATP luminescence, 1 h | Potency, µM (series often up to 57.5 µM), inactives show at the highest dose activity change, negative = inhibition, actives largely listed as inhibitors | 290,000 compounds, 0.37% hits | AID 1721, 2009
Target sequence (Q27686 whole entry, looked up): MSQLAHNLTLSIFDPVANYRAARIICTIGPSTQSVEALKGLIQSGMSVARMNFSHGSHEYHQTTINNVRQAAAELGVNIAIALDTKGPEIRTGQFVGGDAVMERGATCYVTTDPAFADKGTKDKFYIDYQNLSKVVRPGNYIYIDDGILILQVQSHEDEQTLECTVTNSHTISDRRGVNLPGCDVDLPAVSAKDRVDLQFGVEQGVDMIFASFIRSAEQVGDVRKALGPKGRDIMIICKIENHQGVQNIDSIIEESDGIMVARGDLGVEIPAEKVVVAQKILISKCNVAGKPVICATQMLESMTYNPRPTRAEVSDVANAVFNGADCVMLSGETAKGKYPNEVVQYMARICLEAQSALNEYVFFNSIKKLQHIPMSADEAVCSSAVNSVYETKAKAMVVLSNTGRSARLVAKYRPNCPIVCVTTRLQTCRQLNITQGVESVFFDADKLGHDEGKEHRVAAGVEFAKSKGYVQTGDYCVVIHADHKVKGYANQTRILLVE
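In 50 mM imidazole pH 7.2 with 7 mM MgCl2, LmPK (0.1 nM) turned over PEP (0.5 mM) and ADP (0.1 mM) for 1 h at room temperature. Luciferase read-out of ATP.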
Active calls of the source: *; & = joins results of further samples; [ ] = remark or other dose. Calls follow the shape of the dose curve; as a rule, active = well fitted curve in the direction sought with a large enough effect; inconclusive = small, poorly fitted or top-dose-only effect, or another doubt; inactive = no such curve, though single readings can be large; an effect the other way counts as inactive or inconclusive. % is scaled to controls: 0 for no effect and ±100 for the full control effect; potency is read from the fitted curve at half-maximal effect. No enrichment for hits; overall some 16% were active at least once.

COc1ccc(S(=O)(=O)N(CC(=O)N/N=C/c2ccc(C(=O)O)cc2)Cc2ccccc2)cc1OC was read as Pf growth 96h 32%[activator], Sm TGR inh 6%, HCV inhibitor 11%, Tb PYK inh 0%, Pf growth 48h -7% and LmPK inhibitor 5%.
`COc1ccc(NC(=O)C2CCCN(C(=O)c3ccc(Cl)cc3)C2)cc1Cl` (stereo not given) gave Pf growth 96h inconclusive, Sm TGR inh -14%, HCV inhibitor inconclusive, Tb PYK inh -24% and Pf growth 48h inconclusive.
For COC(=O)c1ccccc1NS(=O)(=O)c1ccc2c(c1)oc(=O)n2C the results were Pf growth 96h -14%, Sm TGR inh -13%, HCV inhibitor -23%, Tb PYK inh 5%, Pf growth 48h -16% and LmPK inhibitor 2%.
For CCCCNc1oc(-c2ccc(OC)cc2)nc1S(=O)(=O)c1ccccc1 the results were Sm TGR inh 32µM*, HCV inhibitor -20%, Tb PYK inh -1%, Pf growth 48h -25% and LmPK inhibitor 10%.
Screening CC1(C)CC(=O)C(C(c2ccc(F)cc2)C2C(=O)CC(C)(C)CC2=O)C(=O)C1 returned Pf growth 96h inconclusive, Sm TGR inh 45µM*, HCV inhibitor -3%, Tb PYK inh 1%, Pf growth 48h -3% and LmPK inhibitor 0%.
`Nc1c(C(=O)N/N=C/c2cccnc2)oc2nc(-c3ccco3)cc(-c3ccco3)c12` gave Pf growth 96h inconclusive, Sm TGR inh 13µM*, HCV inhibitor -25%, Tb PYK inh -7%, Pf growth 48h inconclusive and LmPK inhibitor -3%.
Screening O=S(=O)(Nc1nnc(C2CC2)s1)c1ccccc1 returned Pf growth 96h 3%, Sm TGR inh 11%, HCV inhibitor 19%, Tb PYK inh -8%, Pf growth 48h 10% and LmPK inhibitor 0%.
`O=C(c1ccco1)N1CCN(C(=O)c2ccccc2OCc2ccc(Cl)cc2)CC1` gave Pf growth 96h -15%, Sm TGR inh -1%, HCV inhibitor -7%, Tb PYK inh 2% and Pf growth 48h inconclusive.
`CC(C)(C)c1ccc(C(=O)Nc2nnc(C3=COCCO3)o2)cc1` gave Pf growth 96h 9.3µM*, Sm TGR inh -2%, HCV inhibitor 15%, Tb PYK inh -2%, Pf growth 48h 15µM* and LmPK inhibitor -4%.
Screening Cc1ccc(C(=O)Cn2c3[n+](c4ccccc42)CC(O)CS3)cc1 (stereo not given) returned Pf growth 96h 10%, Sm TGR inh 8%, HCV inhibitor -13%, Tb PYK inh -2%, Pf growth 48h inconclusive and LmPK inhibitor 4%.
For Cc1cccc(N2CCN(C(=O)c3cc(S(=O)(=O)N4CCOCC4)cn3C)CC2)c1C the results were Pf growth 96h inconclusive, Sm TGR inh 6%, HCV inhibitor 9%, Tb PYK inh -6%, Pf growth 48h inconclusive and LmPK inhibitor 6%.
For CCN(CC(=O)Nc1c(F)cccc1F)C(=O)/C=C/c1ccc(Br)s1 the results were Pf growth 96h -1%, Sm TGR inh 2%, HCV inhibitor 3%, Tb PYK inh -2% and Pf growth 48h -5%.
`CN1CCN(NC(=O)CN(C)S(=O)(=O)c2cc(Cl)ccc2Cl)CC1` gave Pf growth 96h 12µM*, Sm TGR inh -2%, HCV inhibitor 9%, Tb PYK inh 1%, Pf growth 48h -11% and LmPK inhibitor 0%.
For O=C(CNC(=O)c1ccco1)OCC(=O)c1ccc([N+](=O)[O-])cc1 the results were Pf growth 96h -4%, Sm TGR inh 0%, HCV inhibitor 1%, Tb PYK inh 3%, Pf growth 48h 20% and LmPK inhibitor 0%.
Screening C/C(=N\NC(=O)c1cc(C)nc2ccccc12)c1cccs1 returned Pf growth 96h inconclusive, Sm TGR inh 7%, HCV inhibitor -23%, Tb PYK inh -1%, Pf growth 48h -16% and LmPK inhibitor 2%.
For CC(C)c1ccc(CN2CCC(Oc3ccc(C(=O)N4CCCC4)cc3)CC2)cc1 the results were Pf growth 96h -31%, Sm TGR inh -34%, HCV inhibitor inconclusive, Tb PYK inh -4%, Pf growth 48h 6.6µM* and LmPK inhibitor -5%.
O=[N+]([O-])c1cnn2cc(Br)cnc12 was read as Pf growth 96h inconclusive, Sm TGR inh -2%, HCV inhibitor 20%, Tb PYK inh -17%, Pf growth 48h -5% and LmPK inhibitor -10%.
For CCOc1ccc(NC(=O)CN(C)C(=O)Cc2n[nH]c(=O)c3ccccc23)cc1OCC the results were Pf growth 96h -27%, Sm TGR inh 3%, HCV inhibitor -16%, Tb PYK inh 7% and Pf growth 48h inconclusive.
For O=S(=O)(NC1CCN(Cc2ccccc2)CC1)c1cccc2cccnc12 the results were Pf growth 96h 15%, Sm TGR inh -30%, HCV inhibitor inconclusive, Tb PYK inh -7%, Pf growth 48h -4% and LmPK inhibitor 5%.
`Nc1c2nc(-c3ccccc3Cl)[nH]c(=O)c2nc(=O)n1-c1ccccc1` gave Pf growth 96h 71%[activator], Sm TGR inh inconclusive, HCV inhibitor inconclusive, Tb PYK inh -3%, Pf growth 48h 31%[activator] and LmPK inhibitor 1%.

The list goes on; the last 4 above are carried over.
O=[N+]([O-])c1cnn2cc(Br)cnc12 was read as Pf growth 96h inconclusive, Sm TGR inh -2%, HCV inhibitor 20%, Tb PYK inh -17%, Pf growth 48h -5% and LmPK inhibitor -10%.
For CCOc1ccc(NC(=O)CN(C)C(=O)Cc2n[nH]c(=O)c3ccccc23)cc1OCC the results were Pf growth 96h -27%, Sm TGR inh 3%, HCV inhibitor -16%, Tb PYK inh 7% and Pf growth 48h inconclusive.
For O=S(=O)(NC1CCN(Cc2ccccc2)CC1)c1cccc2cccnc12 the results were Pf growth 96h 15%, Sm TGR inh -30%, HCV inhibitor inconclusive, Tb PYK inh -7%, Pf growth 48h -4% and LmPK inhibitor 5%.
`Nc1c2nc(-c3ccccc3Cl)[nH]c(=O)c2nc(=O)n1-c1ccccc1` gave Pf growth 96h 71%[activator], Sm TGR inh inconclusive, HCV inhibitor inconclusive, Tb PYK inh -3%, Pf growth 48h 31%[activator] and LmPK inhibitor 1%.
Screening CC1C/C(=N\NC(=S)NC(C)C)CC(C)(C)C1 (stereo not given) returned Pf growth 96h 2.9µM*, Sm TGR inh -27%, HCV inhibitor 15%, Tb PYK inh 2% and LmPK inhibitor 3%.
`O=C(NCC(c1ccco1)N1CCCC1)c1cc2cc(Cl)ccc2o1` (stereo not given) gave Pf growth 96h 9.3µM*, Sm TGR inh -22%, HCV inhibitor 13µM*, Tb PYK inh 1% and Pf growth 48h inconclusive.
COCCOC(=O)C1=C(C)OC(N)=C(C#N)C1c1cc2cccc(C)c2nc1Cl (stereo not given) was read as Pf growth 96h -10%, HCV inhibitor 10%, Tb PYK inh -3%, Pf growth 48h 24% and LmPK inhibitor -1%.
`CC(C)NC(=O)CC(=O)N/N=C/c1ccc(Br)cc1` gave Pf growth 96h -5%, Sm TGR inh 15%, HCV inhibitor -2%, Tb PYK inh 5%, Pf growth 48h 44%[activator] and LmPK inhibitor 3%.
For CCN(CC(=O)NCc1ccco1)S(=O)(=O)c1ccc(F)cc1 the results were Pf growth 96h 3%, Sm TGR inh -8%, HCV inhibitor -5%, Tb PYK inh 0%, Pf growth 48h 11% and LmPK inhibitor -2%.
For Cc1[nH]c2ccc(C(=O)N3CCN(c4ccccc4Cl)CC3)cc2c1C the results were Pf growth 96h -1%, Sm TGR inh 2%, HCV inhibitor -22%, Tb PYK inh -3%, Pf growth 48h -9% and LmPK inhibitor 0%.
`C/C(=N\NC(=O)c1cccc([N+](=O)[O-])c1)c1ccncc1` gave Pf growth 96h 17%, Sm TGR inh -5%, HCV inhibitor 19%, Tb PYK inh 5%, Pf growth 48h 32%[activator] and LmPK inhibitor 2%.
Screening CSc1sc(-c2ccnc(SCC(=O)C(C)(C)C)n2)c2c1C(=O)CC(C)(C)C2 returned Pf growth 96h 4.7µM*, Sm TGR inh inconclusive, HCV inhibitor -5%, Tb PYK inh -12%, Pf growth 48h inconclusive and LmPK inhibitor 3%.
`O=C(C1CCN(C2CC(=O)N(c3cccc(Cl)c3)C2=O)CC1)N1CCCC1` (stereo not given) gave Sm TGR inh 22µM*, HCV inhibitor 3%, Tb PYK inh 4%, Pf growth 48h 9% and LmPK inhibitor -1%.
`O=C(COC(=O)Cc1cccc(C(F)(F)F)c1)NCc1ccco1` gave Pf growth 96h 13%, Sm TGR inh inconclusive, HCV inhibitor 1%, Tb PYK inh 5% and Pf growth 48h inconclusive.
For Cc1onc(-c2ccccc2Cl)c1C(=O)Nc1ccccc1C(=O)NC(C)C the results were Pf growth 96h 47%[activator], Sm TGR inh 1%, HCV inhibitor 4.5µM*, Tb PYK inh 1%, Pf growth 48h inconclusive and LmPK inhibitor -11%.
Screening Cc1nnc(SCc2ccc(Cl)cc2)n1CC1CCCO1 (stereo not given) returned Pf growth 96h inconclusive, Sm TGR inh -9%, HCV inhibitor 3%, Tb PYK inh -2%, Pf growth 48h 8% and LmPK inhibitor -4%.
CCC1=C(C)CN(C(=O)NCCc2ccc(S(=O)(=O)NC(=O)NC3CCC(C)CC3)cc2)C1=O (stereo not given) was read as Pf growth 96h -15%, HCV inhibitor -1%, Tb PYK inh -3%&-5% and Pf growth 48h -8%.
`COc1ccc(-c2nc(N)ncc2-c2ccccc2OC)c(O)c1` gave Pf growth 96h -22%, Sm TGR inh -7%, HCV inhibitor inconclusive, Tb PYK inh 3%, Pf growth 48h -23% and LmPK inhibitor 1%.
O=C(Nc1ccc(Cn2cccn2)cc1)c1ccc(COc2cccc(Br)c2)cc1 was read as Pf growth 96h inconclusive, Sm TGR inh -3%, HCV inhibitor 10µM*, Tb PYK inh -4% and LmPK inhibitor -3%.
Screening O=c1c2ccccc2nc(SCc2cccc(F)c2)n1-c1cccc(S(=O)(=O)N2CCCC2)c1 returned Pf growth 96h 6.6µM*, Sm TGR inh -11%, HCV inhibitor inconclusive, Tb PYK inh -20%, Pf growth 48h inconclusive and LmPK inhibitor 1%.
For COc1ccc(/C=C/c2cc(=O)c3cc(Cl)ccc3o2)cc1 the results were Pf growth 96h 24%, Sm TGR inh 0%, HCV inhibitor inconclusive, Tb PYK inh -1%, Pf growth 48h 25% and LmPK inhibitor -3%.
Screening CC(C)Oc1cccc(C(=O)NC(=S)N2CCN(c3ccc(C(F)(F)F)cc3[N+](=O)[O-])CC2)c1 returned Pf growth 96h 70%[activator], Sm TGR inh -21%, HCV inhibitor inconclusive, Tb PYK inh -1%, Pf growth 48h -9% and LmPK inhibitor 2%.
Cc1nn(C)c(C(=O)NNC(=S)NC2CCCCC2)c1Br was read as Pf growth 96h 5.2µM*, Sm TGR inh 0%, HCV inhibitor 11%, Tb PYK inh -16%, Pf growth 48h 82%[activator] and LmPK inhibitor 11%.
Cn1nc(C(F)(F)F)c(C(=O)Nc2ccc(C(F)(F)F)cc2)c1Cl was read as Pf growth 96h 116%[activator], Sm TGR inh 1%, HCV inhibitor inconclusive, Tb PYK inh 2%, Pf growth 48h 50%[activator] and LmPK inhibitor 0%.
`Cc1cc(C)c(S(=O)(=O)c2ccc(Cl)cc2C)c(Cl)n1` gave Pf growth 96h 33%[activator], Sm TGR inh 0%, HCV inhibitor inconclusive, Tb PYK inh -4%, Pf growth 48h -14% and LmPK inhibitor 11%.
Cc1ccccc1N1C(=O)NC(=O)/C(=C\c2cnn(-c3ccccc3)c2)C1=O was read as Pf growth 96h 8%, Sm TGR inh 1%, HCV inhibitor 18%, Tb PYK inh inconclusive, Pf growth 48h 2% and LmPK inhibitor -1%.
